MOR-DOR ag: agonists of OPRM1-OPRD1 heterodimerization, primary screen, cell-based, luminescence | cells | actives 0.3% (n = 340,000) | AID 504326, 2011 | activation, % at 9.3 µM; in the data active = activation above about 18%;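 note: 0% = vehicle-treated cells and 100% = reference agonist; values of inactives mirror those of a sister screen read the other way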
Cardiac RTF inh: cardiac RTF calcium sensitivity inhibitors, primary screen, biochemical, IANBD-TnC fluorescence, EC70 calcium | actives 0.12% (n = 340,000) | IANBD-labeled cardiac RTF, Ca2+ fluorescence | AID 493244, 2011 | inhibition, % at 7.15 µM | Troponin I, cardiac muscle (Homo sapiens) + Troponin T, cardiac muscle (Homo sapiens) + …;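 active = inhibition above the mean inhibition of all tested compounds plus 3 SD, cut at about 17% in these data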;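 note: assay run at fixed EC70 calcium of 1.6 mM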
Keap1 Nrf2 FP: Keap1-Nrf2 protein-protein interaction inhibitors, primary screen, biochemical, fluorescence polarization, single point; actives 0.15% (n = 340,000); Keap1 Kelch-Nrf2 peptide fluorescence polarization, 1536-well; Kelch-like ECH-associated protein 1 (Homo sapiens), Q14145; inhibition, % at 9.4 µM; in the data active = inhibition above about 12%;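 note: human Keap1 Kelch domain with fluorescein labeled Nrf2 9mer peptide probe; 0% = neutral control wells and 100% = peptide positive control; higher means more block of Keap1 binding to Nrf2 peptide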
Target sequence (Q14145 whole entry, looked up, the tested form may be a part): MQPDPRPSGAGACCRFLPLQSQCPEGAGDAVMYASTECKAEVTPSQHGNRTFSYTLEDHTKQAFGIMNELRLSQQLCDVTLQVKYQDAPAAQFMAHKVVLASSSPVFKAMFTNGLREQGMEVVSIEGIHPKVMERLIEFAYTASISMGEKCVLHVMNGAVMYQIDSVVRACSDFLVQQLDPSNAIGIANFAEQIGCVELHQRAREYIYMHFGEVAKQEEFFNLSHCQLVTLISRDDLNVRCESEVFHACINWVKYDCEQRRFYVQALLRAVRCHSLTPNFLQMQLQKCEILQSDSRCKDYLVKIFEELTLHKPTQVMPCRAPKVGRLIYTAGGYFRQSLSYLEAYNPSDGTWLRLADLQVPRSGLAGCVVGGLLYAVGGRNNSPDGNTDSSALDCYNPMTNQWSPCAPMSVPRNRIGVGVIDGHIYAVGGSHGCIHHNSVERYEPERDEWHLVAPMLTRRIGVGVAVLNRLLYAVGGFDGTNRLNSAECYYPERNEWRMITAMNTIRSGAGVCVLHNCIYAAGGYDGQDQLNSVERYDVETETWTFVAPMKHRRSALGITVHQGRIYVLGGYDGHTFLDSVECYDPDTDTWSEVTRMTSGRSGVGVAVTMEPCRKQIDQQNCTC
HTR5A ag: HTR5A agonists in luminescence cell assay, primary screen, counter-screen for OPRM1-OPRD1 heterodimer agonist project, full-deck HTS | 5-hydroxytryptamine receptor 5A (Homo sapiens), P47898 | cell-based | activation, % at 9.3 µM | actives 0.61% (n = 340,000); in the data active = activation mostly above about 9.5%, no sharp cut-off; inactive = mostly below about 7.6%;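 note: 0% = cells with vehicle only and 100% = reference agonist; strong numbers were not always called active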
Target sequence (P47898 whole entry, looked up): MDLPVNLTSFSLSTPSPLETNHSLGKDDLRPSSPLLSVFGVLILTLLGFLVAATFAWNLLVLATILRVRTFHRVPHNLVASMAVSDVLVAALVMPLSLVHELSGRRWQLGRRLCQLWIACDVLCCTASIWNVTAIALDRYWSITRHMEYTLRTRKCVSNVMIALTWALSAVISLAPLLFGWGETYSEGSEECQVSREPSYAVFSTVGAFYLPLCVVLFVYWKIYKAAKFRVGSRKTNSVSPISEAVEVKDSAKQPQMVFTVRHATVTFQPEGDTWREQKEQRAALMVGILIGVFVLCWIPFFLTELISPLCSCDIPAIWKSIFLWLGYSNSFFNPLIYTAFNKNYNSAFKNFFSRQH
HTR5A inv ctr: HTR5A inverse agonists in luminescence cell assay, primary screen, counter-screen for OPRM1-OPRD1 heterodimer inverse agonist project, full-deck HTS; 5-hydroxytryptamine receptor 5A (Homo sapiens), P47898; HTR5A cell line, inverse agonism; inhibition, % at 9.3 µM; actives 0.083% (n = 340,000); AID 504634, 2011; in the data active = inhibition mostly above about 23%, no sharp cut-off; inactive = mostly below about 18%;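 note: 0% = cells with DMSO and 100% = no-cell wells with DMSO; some compounds called inactive have numbers as strong as hits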
C-LANA FP: inhibitors of KSHV C-LANA binding to DNA, primary screen, biochemical, fluorescence polarization, FAM-LBS DNA, MBP-C-LANA, single point | inhibition, % at 9 µM | actives 0.078% (n = 340,000) | AID 504423, 2011;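 active = highest replicate inhibition at or above 60% at 9 µM, even if other replicates fall short; inactive = all replicates below 60% inhibition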;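 note: 0% = neutral control wells and 100% = 4 µM acridine orange control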
OPRM1-OPRD1 inv: inverse agonists of MOR-DOR heterodimerization, primary screen, cell-based, luminescence; actives 0.21% (n = 340,000); inhibition, % at 9.3 µM; cell-based MOR-DOR heterodimer luminescence, inverse agonism; AID 504357, 2011; in the data active = inhibition above about 22%, passing the limit was not always enough;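 note: 0% = cells with DMSO and 100% = wells without cells with DMSO; values of inactives mirror those of a sister screen read the other way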
V-ATPase pH: regulators of yeast V-ATPase proton pumping, primary screen, pHLuorin cytosolic pH fluorescence; S. cerevisiae; response, % at 10 µM; actives 0.37% (n = 350,000); AID 504577, 2011; in the data active = response mostly above about 7.3%, no sharp cut-off; inactive = mostly below about 5.4%; note: actives read high; inactives centre near 0; some compounds called inactive have numbers as strong as hits; reference of the scale not given here
CAL-PDZ inh HTS: untagged CAL PDZ binding inhibitors, primary screen, biochemical, fluorescence polarization, HTS | purified CAL PDZ, TMR-peptide fluorescence polarization, 1 h | actives 0.92% (n = 300,000) | inhibition, % at 24.9 µM | Golgi-associated PDZ and coiled-coil motif-containing protein (Homo sapiens), Q9HD26 | AID 602252, 2012;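 active = mean inhibition of at least 30% with at least half of replicates also reaching 30%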;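 note: 0% = DMSO neutral control and 100% = excess unlabeled competitor peptide PRC23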
RTF Ca sens act: cardiac RTF calcium sensitivity activators, primary screen, biochemical, IANBD-TnC fluorescence, EC20 calcium; IANBD-labeled TnC RTF fluorescence at EC20 calcium; 0% EC20 calcium, 100% full calcium; activation, % at 7.2 µM; actives 0.24% (n = 340,000);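 active = activation above the mean over all tested compounds plus 3 SD, cut at about 30% in these data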;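 note: rise in fluorescence read as greater calcium sensitivity of cardiac thin filaments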
* = called active by the depositor; nt = not tested or not shown.

SMILES	MOR-DOR ag	Cardiac RTF inh	Keap1 Nrf2 FP	HTR5A ag	HTR5A inv ctr	C-LANA FP	OPRM1-OPRD1 inv	V-ATPase pH	CAL-PDZ inh HTS	RTF Ca sens act
COc1ccc(OC)c(Nc2nc(-c3cccs3)cs2)c1	0.9	2	-7	0	-16	-0.6	-4	-2	-1	2
O=C(CCCCCNC(=O)c1ccccc1)N/N=C/c1ccc(O)cc1O	-1.6	-6	5	1	8	9.5	9	8	-2	2
COc1ccc(-c2cc3cc(OC)c(OC)cc3cn2)cc1	-2.4	0	-2	-1	-5	1.9	13	-1	-11	0
COc1ccccc1CCC(=O)Nc1ccc(OC)c(S(=O)(=O)N2CCCCC2)c1	-1.3	-6	-4	2	-6	-0.2	5	4	6	2
Cc1cccc(N(C(=O)Cn2nnc3ccccc32)C(C(=O)NCc2ccco2)c2ccncc2)c1 (configuration not stated)	-1.1	-4	-5	3	-10	-0.7	6	0	-3	1
Cc1[nH]c(=O)[nH]c(=O)c1CSc1nnc([C@H](CC(C)C)NC(=O)OC(C)(C)C)o1	-0.9	2	0	7	-21	0.3	5	-4	-2	1
COc1ccc(CCN(C)S(=O)(=O)c2cn(C)c(=O)n(C)c2=O)cc1OC	-4.2	-2	-2	0	1	-0.4	17	1	-2	1
O/N=C(/c1ccccc1)c1cc2cc(Br)cc(Br)c2o1	2.4	2	-4	-2	7	0.9	-11	7	-1	-5
CCOC(=O)[C@@H]1[C@H]2COc3cc(OC)ccc3[C@H]2N2C(=O)N(c3ccccc3)C(=O)[C@]12C	-2.9	-11	2	-2	-14	1.9	16	-2	0	-3
Cc1ccccc1CN(C)CC(=O)Nc1cccc(S(=O)(=O)N(C)c2ccccc2)c1	-2.8	6	-2	-3	8	1.2	13	-2	-4	0
Cc1ccc(OCC(O)CN2CC3(C)CC2CC(C)(C)C3)cc1 (configuration not stated)	1.0	-3	-3	-2	-8	0.6	-6	0	-9	2
CCOC(=O)C1NN=C(C(=O)c2ccccc2)C1c1ccccc1 (configuration not stated)	-4.9	-1	-5	2	-6	2.9	29	0	-3	-1
O=C(CN1C(=O)CCC1=O)NCC12CC3CC(CC(C3)C1)C2	-1.4	-4	2	7	-26	-0.7	7	0	nt	-4
CC(=O)Nc1ccc(S(=O)(=O)Nc2nc3ccccc3nc2N2CCOCC2)cc1	-2.4	-13	-2	3	-11	-0.2	10	-1	0	-2
COc1ccc(COC(=O)C2CCN(S(=O)(=O)c3ccc(F)cc3)CC2)cc1	0.1	-4	-2	6	-2	-1.2	0	1	5	-7
O=C(NCCNC(=O)C(F)(F)F)c1ccncc1	-3.5	-3	1	-5	17	-0.6	18	-3	-6	-4
Cc1ccc(S(=O)(=O)N2CCc3c2cc([N+](=O)[O-])cc3[N+](=O)[O-])cc1	5.2	-1	3	2	-8	-2.4	-30	-2	-5	-1
O=C(Cn1nnc(-c2ccccc2)n1)Nc1ccc2c(c1)OCO2	-0.1	-1	1	3	-6	2.2	0	-4	1	-2
CCN1CCN(C(c2cccnc2)c2cc(Cl)c3cccnc3c2O)CC1 (configuration not stated)	1.1	1	-64	-14	5	-1.0	-5	-7	-1	-5
COc1ccc(S(=O)(=O)N2CCCC2C(=O)NCC(=O)Nc2cccc(Cl)c2C)cc1 (configuration not stated)	-1.6	-12	-1	2	2	-0.6	11	-1	-5	-3

Remaining list, next part.
molecule | MOR-DOR ag | Cardiac RTF inh | Keap1 Nrf2 FP | HTR5A ag | HTR5A inv ctr | C-LANA FP | OPRM1-OPRD1 inv | V-ATPase pH | CAL-PDZ inh HTS | RTF Ca sens act
CN(C)CCCN(C(=O)COc1ccccc1)c1nc2cc3c(cc2s1)OCCO3 | 1.0 | 1 | 1 | -3 | -1 | -0.1 | -5 | 0 | -6 | -8
CC(=O)NCC(=O)NC(C(=O)Nc1ccc2c(c1)OCCO2)c1ccc(C)cc1 (configuration not stated) | -0.9 | -7 | 2 | -1 | -9 | 0.3 | 5 | 14 | 0 | -2
O=S(=O)(c1ccc(Cl)nc1)N1CCCc2ccccc21 | -1.7 | -8 | -4 | -1 | -3 | 0.3 | 9 | -4 | -5 | 1
Cc1ccc(CN(Cc2ccco2)C(=S)NCC(=O)O)cc1 | -2.3 | -19 | 4 | 2 | -6 | 2.2 | 12 | -3 | -2 | -5
O=C(Sc1cccc2cccnc12)c1ccccc1Br | -3.2 | 5 | 0 | 3 | -7 | -0.1 | 18 | -1 | -3 | -2
Cc1ccc(NCC(=O)N/N=C/c2cc(O)ccc2[N+](=O)[O-])cc1 | nt | nt | -1 | nt | nt | -0.2 | nt | -1 | 6 | nt
CCC(=O)c1ccc(OCCSc2ncccn2)cc1 | -1.2 | -10 | 3 | 1 | -8 | 1.1 | 7 | 4 | 1 | 7
O=c1c2ccccc2nc(SCc2cccc(F)c2)n1-c1cccc(S(=O)(=O)N2CCCC2)c1 | 1.0 | -3 | 1 | 0 | 21 | 0.6 | -5 | -1 | -2 | 1
CC1CC(=O)c2cnc(Nc3ccccc3)nc2C1 (configuration not stated) | -1.5 | -7 | 1 | -1 | 0 | -0.4 | 8 | -3 | 0 | -7
Cc1ccc(NC(=O)CSCC(=O)NNC(=O)c2ccoc2C)cc1 | -0.8 | -8 | 0 | -4 | 11 | -0.6 | 5 | 2 | 0 | -2

Profiles, quoted from the list.
Record of O=C(NCCNC(=O)C(F)(F)F)c1ccncc1 → MOR-DOR ag = -3.5; Cardiac RTF inh = -3; Keap1 Nrf2 FP = 1; HTR5A ag = -5; HTR5A inv ctr = 17; C-LANA FP = -0.6; OPRM1-OPRD1 inv = 18; V-ATPase pH = -3; CAL-PDZ inh HTS = -6; RTF Ca sens act = -4
Record of O=c1c2ccccc2nc(SCc2cccc(F)c2)n1-c1cccc(S(=O)(=O)N2CCCC2)c1 → MOR-DOR ag = 1.0; Cardiac RTF inh = -3; Keap1 Nrf2 FP = 1; HTR5A ag = 0; HTR5A inv ctr = 21; C-LANA FP = 0.6; OPRM1-OPRD1 inv = -5; V-ATPase pH = -1; CAL-PDZ inh HTS = -2; RTF Ca sens act = 1

(cont.)
molecule | MOR-DOR ag | Cardiac RTF inh | Keap1 Nrf2 FP | HTR5A ag | HTR5A inv ctr | C-LANA FP | OPRM1-OPRD1 inv | V-ATPase pH | CAL-PDZ inh HTS | RTF Ca sens act
COCCNC(=O)CSc1nccn1Cc1ccc2c(c1)OCO2 | -0.2 | -11 | 2 | 1 | -45 | 4.0 | 1 | -1 | -5 | 3
Cc1cc(C(=O)OCC(=O)N2CC(=O)Nc3ccccc32)c(C)n1-c1ccc(F)cc1 | 0.2 | -2 | -2 | -1 | -6 | 0.4 | -1 | 7 | 1 | -9
COc1ccc(CCN(C)CC(=O)Nc2c(C)cc(C)cc2C)cc1OC | -2.2 | -5 | -4 | 7 | -24 | -0.1 | 11 | 1 | -5 | -11
CCc1ccccc1NC(=O)NC1CC2CCC(C1)N2Cc1ccco1 (configuration not stated) | -1.1 | 0 | -4 | -2 | 29 | -0.9 | 6 | 0 | nt | 2
Cc1cccc(NC(=S)NCC(c2cccnc2)N2CCOCC2)c1 (configuration not stated) | -0.6 | -14 | -6 | 1 | -3 | -1.1 | 3 | -1 | -3 | 4
COc1ccc(N2CCN(C(=O)CCCn3c(=O)[nH]c4cc(Cl)ccc4c3=O)CC2)cc1 | -2.3 | 4 | 4 | 0 | 15 | 0.0 | 14 | 2 | -7 | 3
COc1cc(-n2c(=O)c3ccccc3n(Cc3cccnc3)c2=O)cc(OC)c1OC | -5.9 | -2 | 0 | 0 | 7 | -0.8 | 27 | -2 | -2 | 0
Cc1oc2c(CN3CCCC3)c(O)ccc2c(=O)c1-c1ccccc1 | -1.1 | 6 | -3 | 4 | -16 | -0.6 | 6 | -2 | nt | -7
O=C1c2ccccc2C(=O)N1CCCSc1nc2ccccc2o1 | 1.1 | -9 | -5 | -4 | 0 | -2.0 | -6 | 0 | -4 | -9
Cc1ccc(OCC(=O)Nc2cc(S(=O)(=O)N3CCCCC3)ccc2N2CCN(C)CC2)c(C)c1 | 2.7 | -15 | -7 | 2 | -4 | 1.2 | -14 | -1 | -1 | -2
COc1ccc(CC(=O)NCc2ccccc2)cc1S(=O)(=O)N1CCOCC1 | -2.7 | -1 | -3 | 1 | -5 | -0.1 | 13 | 4 | -3 | 5
O=C(Nc1cccc2ccccc12)c1ccc([N+](=O)[O-])s1 | 9.7 | -12 | -1 | 3 | 9 | 1.1 | -67 | 0 | -1 | -3
Cc1nn(Cc2ccccc2Cl)c(C)c1NC(=O)c1nc2ncccn2n1 | -3.7 | -14 | -2 | 0 | -18 | -0.7 | 21 | 3 | -3 | -6
CCOC(=O)C(CCCCCOc1ccccc1[N+](=O)[O-])C(=O)OCC | 1.3 | -11 | -1 | 0 | -6 | 0.8 | -7 | 0 | -6 | 1
COCCN(C(=O)c1ccc(N2CCCC2=O)cc1)c1c(N)n(CC(C)C)c(=O)[nH]c1=O | -2.1 | -4 | 1 | -5 | 3 | -0.6 | 8 | -6 | 0 | -4
COc1cc(CN2CCN(Cc3ccc(C)cc3)CC2)c([N+](=O)[O-])cc1OC | 0.1 | -15 | 3 | -3 | 8 | -0.7 | -1 | -1 | -1 | 3

Laid out differently: entries from further up.
> COc1ccc(CC(=O)NCc2ccccc2)cc1S(=O)(=O)N1CCOCC1
  MOR-DOR ag: -2.7 | Cardiac RTF inh: -1 | Keap1 Nrf2 FP: -3 | HTR5A ag: 1 | HTR5A inv ctr: -5 | C-LANA FP: -0.1 | OPRM1-OPRD1 inv: 13 | V-ATPase pH: 4 | CAL-PDZ inh HTS: -3 | RTF Ca sens act: 5
> O=C(Nc1cccc2ccccc12)c1ccc([N+](=O)[O-])s1
  MOR-DOR ag: 9.7 | Cardiac RTF inh: -12 | Keap1 Nrf2 FP: -1 | HTR5A ag: 3 | HTR5A inv ctr: 9 | C-LANA FP: 1.1 | OPRM1-OPRD1 inv: -67 | V-ATPase pH: 0 | CAL-PDZ inh HTS: -1 | RTF Ca sens act: -3
